Source: PubChem BioAssay (several laboratories)
GPR7 antagonist = GPR7 receptor antagonists, primary screen, cell-based, fluorescence, single concentration. Neuropeptides B/W receptor type 1 (Homo sapiens), P48145. GPR7-expressing cells, fluorescence antagonist assay. inhibition, % at 4.4 µM. 1.1% of 290,000 active. AID 1861, 2009; in the data active = inhibition above about 16%, passing the limit was not always enough;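 also: cells stimulated with the agonist NPW; 0% = agonist with vehicle and 100% = vehicle without agonist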
Target sequence (P48145 whole entry, looked up): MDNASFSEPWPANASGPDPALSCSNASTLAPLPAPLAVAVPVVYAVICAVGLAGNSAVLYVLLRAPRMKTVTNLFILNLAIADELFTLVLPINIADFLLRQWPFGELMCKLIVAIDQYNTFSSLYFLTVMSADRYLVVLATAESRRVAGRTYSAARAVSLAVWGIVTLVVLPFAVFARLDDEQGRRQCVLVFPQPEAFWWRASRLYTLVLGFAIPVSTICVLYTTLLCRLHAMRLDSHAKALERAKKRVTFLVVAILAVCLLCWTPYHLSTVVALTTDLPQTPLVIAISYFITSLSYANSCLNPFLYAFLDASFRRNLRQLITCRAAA
MEKK2mut PB1 HTS = MEK5 binding signal on mutant MEKK2 PB1, primary screen, biochemical, multiplex bead flow cytometry, Alexa488-MEK5; Alexa488-MEK5 binding to MEKK2 mutant; percent response, % at 10 µM; 0.35% of 290,000 active; AID 1530, 2009; in the data active = percent response above about 24%, passing the limit was not always enough; also: inactives centre near 1; some results filed as inactive read as strong as hits; reference of the scale not given here
PHOSPHO1 block = PubChem AID 1565; Phosphoethanolamine/phosphocholine phosphatase (Homo sapiens), Q8TCT1; recombinant PHOSPHO1, absorbance phosphatase assay; inhibition, % at 13.3 µM; 1.1% of 290,000 active; in the data active = inhibition above about 60%
Target sequence (Q8TCT1 whole entry, looked up): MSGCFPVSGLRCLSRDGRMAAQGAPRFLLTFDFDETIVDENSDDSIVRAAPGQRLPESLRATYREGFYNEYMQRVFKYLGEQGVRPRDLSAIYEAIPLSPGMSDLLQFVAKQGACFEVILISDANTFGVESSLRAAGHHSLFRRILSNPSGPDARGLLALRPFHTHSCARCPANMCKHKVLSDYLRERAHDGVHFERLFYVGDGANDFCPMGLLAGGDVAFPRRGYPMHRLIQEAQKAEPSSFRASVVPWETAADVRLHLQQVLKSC
DNA FID counter = compounds displacing fluorescent DNA intercalator, primary screen, artefact control for HCV NS3 helicase inhibitor project, biochemical, FID fluorescence; DNA fluorescent intercalator displacement; inhibition, % at 7.9 µM; 0.17% of 290,000 active; AID 1845, 2009; in the data active = inhibition above about 37%;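 also: 0% = vehicle and 100% = reference compound; higher means more ethidium bromide displaced from hairpin DNA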
MEKK3 PB1 HTS = modulators of MEKK3-MEK5 PB1 binding, primary screen, biochemical, wildtype MEKK3, multiplex bead flow cytometry, Alexa488-MEK5; 1.4% of 290,000 active; Mitogen-activated protein kinase kinase kinase 3 (Homo sapiens), Q99759; AID 1529, 2009; bead-based flow cytometry, Alexa488-MEK5 binding to MEKK3; actives lie on both sides; 0 = blocked by unlabeled MEK5, 100 = vehicle; binding response (% of control), % at 10 µM;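 active = binding response more than 3 SD above or below the average of its plate-row segment, actives on both sides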;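 also: Alexa488 bead fluorescence after subtracting the streptavidin-only scavenger bead signal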
M18AAP inhibitor = PfM18AAP inhibitors, malaria aminopeptidase, primary screen, biochemical, QFRET, recombinant enzyme; H-Glu-NHMec fluorogenic cleavage; inhibition, % at 7.35 µM; 1.2% of 290,000 active; AID 1822, 2009;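 active = inhibition above the campaign mean inhibition over all tested compounds plus 3 SD, cut at about 28% in these data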;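 also: 0% = plate median of test compound wells and 100% = 2 mM ZnCl2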
NALP1 inh = NALP1 inflammasome inhibitors in reconstituted yeast, colorimetric, S. cerevisiae, triplicate retest. S. cerevisiae NALP1/ASC/caspase-1 growth, X-gal OD620, 72 h. 0.61% of 280,000 active. inhibition, % at 10 µM; in the data active = inhibition mostly above about 24%, no sharp cut-off; inactive = mostly below about 32%; also: some compounds called inactive have numbers as strong as hits
OXTR ag = human OXTR agonists, primary screen, fluorescence, CHO-OTR cells, Fluo-8 calcium; activation, % at 3 µM; Oxytocin receptor (Homo sapiens), P30559; AID 2435, 2010; Fluo-8 calcium fluorescence; normalized: DMSO 0%, oxytocin 100%; 0.32% of 320,000 active;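 active = activation above the mean of all tested compounds plus 3 SD, cutoff set per screening run, cut at about 20% in these data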;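 also: peak over basal fluorescence ratio from a 100 s FLIPR kinetic read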
Target sequence (P30559 whole entry, looked up): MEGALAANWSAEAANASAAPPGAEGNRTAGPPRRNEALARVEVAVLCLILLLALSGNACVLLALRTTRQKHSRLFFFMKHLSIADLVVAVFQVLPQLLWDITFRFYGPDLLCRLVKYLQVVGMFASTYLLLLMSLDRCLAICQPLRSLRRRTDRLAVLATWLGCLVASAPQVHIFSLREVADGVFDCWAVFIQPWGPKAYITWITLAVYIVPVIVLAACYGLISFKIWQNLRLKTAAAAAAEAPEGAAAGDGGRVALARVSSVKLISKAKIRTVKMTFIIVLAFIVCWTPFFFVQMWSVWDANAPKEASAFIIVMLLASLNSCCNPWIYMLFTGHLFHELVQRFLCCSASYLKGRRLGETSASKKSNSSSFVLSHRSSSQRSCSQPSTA
MEKK2 WT-MEK5 = modulators of MEK5 binding to wildtype MEKK2, primary screen, biochemical, multiplex bead flow cytometry, Alexa488-MEK5. Alexa488-MEK5 binding to MEKK2 WT; actives lie on both sides. binding response (% of control), % at 10 µM. 1.1% of 290,000 active. AID 1531, 2009; in the data active = binding response below about 67% or above about 130%
Active calls of the source: *; . = not tested or not shown; [ ] = remark or other dose.

Values in the order: GPR7 antagonist, MEKK2mut PB1 HTS, PHOSPHO1 block, DNA FID counter, MEKK3 PB1 HTS, M18AAP inhibitor, NALP1 inh, OXTR ag, MEKK2 WT-MEK5
Nc1c(-c2ccc(Cl)cc2)cnn1-c1cccc([N+](=O)[O-])c1
    13, -13, 44, 5, 80, 0, 11, -2.3, 80
Cc1ccc(NC(=O)C(C)N2C(=O)C3C4CC(C(Br)C4Br)C3C2=O)cc1 (configuration not stated)
    -1, -11, 38, -1, 84, 2, 8, 7.5, 85
O=C(/C=C/c1ccccn1)c1cc(Cl)cc(Cl)c1O
    -9, 1, 15, -6, 103, 7, 1, -0.6, 105
CCn1c(CSc2nnc3ccccn23)nc2cc(C(=O)O)ccc21
    -5, 0, -3, -5, 102, 1, -1, -0.1, 103
O=C(NNC(=S)Nc1cccc2ccccc12)c1cccc(Br)c1
    -5, -7, 64*, -15, 80*[inhibitor], 1, 20, 5.7, 85
CCOc1cc(N2CCOCC2)c(OCC)cc1NC(=O)COC(=O)c1cc(C)oc1C
    -1, -9, -6, -12, 90, 0, -4, -0.9, 94
COc1cc(OC)cc(C(=O)NCCCNC(=O)c2cccnc2)c1
    -7, -1, 40, -6, 96, -1, -4, -0.4, 96
COCCn1cc(C(=O)NCCCOC(C)C)c2c3ccccc3n(C)c2c1=O
    -17, 6, -37, -32, 106, 1, 2, -0.1, 109
COc1ccc(C(CNc2ncnc3sc(C)c(C)c23)N(C)C)cc1 (configuration not stated)
    -2, 7, 46, 9, 101, -1, 12, 0.8, 108
COc1ccc(OC)c(NC(=O)CCCc2ccccc2)c1
    -15, 3, ., -14, 101, 1, ., -2.1, 106
O=C1c2oc3ccccc3c(=O)c2C(c2cccc(O)c2)N1c1ccccn1 (configuration not stated)
    -16, 3, 5, 2, 100, 0, -6, 1.5, 99
O=C(NC(=S)Nc1ccc(Br)cc1)C1CCC1
    9, 8, 23, -6, 103, -8, -6, -1.7, 107
O=C(Nc1ccc(OC(F)(F)C(F)F)c(NC(=O)c2ccc(F)cc2)c1)c1ccc(F)cc1
    -13, 1, ., -6, 101, 6, ., -1.6, 105
CC(CC(=O)N1CCc2ccccc21)S(=O)(=O)c1ccc2c(c1)NC(=O)CO2 (configuration not stated)
    7, 0, 32, -27, 101, 5, 8, 5.1, 100
COc1ccc(C2c3ccc(O)cc3Oc3ncn(Cc4ccco4)c(=N)c32)cc1 (configuration not stated)
    -12, 7, -7, -14, 100, 9, ., 0.1, 106
COC(=O)/C=C(\C)N=Nc1c(O)[nH]c2ccccc12
    -7, 3, 20, -15, 101, 4, 7, 0.1, 95
CN1CCN(C(=O)C2=C[C@H](c3coc4ccccc4c3=O)C[C@H](OCCCCO)O2)CC1
    -17, 7, 32, -1, 87, -8, 10, 0.4, 105
CCOC(=O)N1CCN(C(=O)CSc2nnc(C3COc4ccccc4O3)o2)CC1 (configuration not stated)
    12, 2, 9, -28, 103, 14, -16, -1.4, 100
C=CCn1c(O)c(CN2CCOCC2)c(C)c(C#N)c1=O
    -10, 7, 16, -6, 103, 1, -7, 0.7, 105
CC12CCC(c3nnc(SCc4ccc(Cl)cc4)nc31)C2(C)C (configuration not stated)
    -12, -2, -13, -10, 114, 0, -46, -2.9, 105
Cc1ccc(NC(=S)N(CCCN2CCN(C)CC2)Cc2cccs2)cc1C
    7, -3, 36, 35, 97, -5, 20, 0.5, 101
O=C(OCn1nnc2ccccc2c1=O)c1ccc2c(=O)n3c(nc2c1)CCC3
    -1, 5, -5, -9, 99, 0, 0, 0.2, 100
O=C(NCC1CCCO1)[C@@H]1CSC2c3ccccc3C(=O)N21 (some centres not stated)
    -3, 6, 11, -14, 98, -14, -8, -0.9, 99
Cc1ccccc1N1CCN(C(=O)CCN2C(=O)c3ccccc3C2=O)CC1
    -6, -4, 15, -23, 95, 1, 5, -1.6, 92
CC(=O)Cn1nnc2sc(-c3ccccc3)cc2c1=O
    0, -3, -13, -12, 102, 1, -5, 0.1, 95
CS(=O)(=O)N1CCN(C(=O)CCC2CCCC2)CC1
    -6, 5, 14, 2, 103, 5, 0, -0.2, 106
O=C(O)c1cccc(CSc2n[nH]c(-c3ccc(Cl)cc3Cl)n2)c1
    -21, 5, 26, -31, 104, -4, 53*, -1.1, 103
COc1cccc(-n2nc(C(=O)Nc3ccc4c(c3)OCO4)c3ccccc3c2=O)c1
    -3, -5, -5, -3, 93, 4, 0, -2.6, 93
S=c1[nH]nc(CSc2nc3ccccc3s2)n1C1CCCCC1
    4, 5, 96*, -34, 100, -6, -12, -1.8, 104
COc1cc2nc(N(C)C)nc(N)c2cc1OC
    -19, 6, 21, 35, 102, 10, -21, 0.3, 108
CC1=NN(/C(=N\c2nnc(C)s2)Nc2ccc(C(C)(C)C)cc2)[C@H](c2ccc(C)cc2)S1
    -16, -2, -23, -11, 108, -1, 1, -1.2, 104
O=S(=O)(Cc1ccccc1)Nc1ccc(Br)cn1
    -19, 1, 46, -1, 100, 2, -4, -0.5, 99
COc1ccc(/C=N/NC(=O)CN(C2=NS(=O)(=O)c3ccccc32)c2ccccc2)cc1OC
    3, -1, 14, -6, 102, -10, 17, -2.1, 100
CN(C)CCCN(C(=O)c1ccco1)c1nc(-c2ccc(Cl)cc2)cs1
    8, 8, 14, 24, 100, -1, 34, 8.4, 138
COc1ccc(-c2nsc(SCC(=O)Nc3ccc4c(c3)OCO4)n2)cc1
    1, -2, -56, 0, 101, -5, 26, -0.1, 98
N#C/C(=C/c1ccc(Oc2ccc([N+](=O)[O-])cn2)cc1)C(=O)N1CCOCC1
    -2, -2, 4, 0, 100, -3, 44, 1.8, 94
COCCNC(=O)c1ccccc1NC(=O)c1ccccc1N(C)S(=O)(=O)c1ccc(C)cc1
    -12, 0, 12, -27, 101, -3, 9, -0.9, 100
Cc1cc(-c2nnc(SCC(=O)c3ccc4c(c3)OCCO4)o2)no1
    0, 0, -7, -1, 125, 4, 38, 0.2, 101
C=CCNC(=O)COc1ccc(Oc2ccccc2)cc1
    4, -5, -16, -14, 98, 1, -7, 0.0, 97
CN(C(=O)c1ccccc1C(=O)OCC(=O)NC(=O)NC(C)(C)C)C1CCCCC1
    4, -12, 20, -35, 73, -8, -16, -0.5, 77
Cc1nnsc1C(=O)Nc1ccc(S(=O)(=O)N2CCCCC2C)cc1 (configuration not stated)
    10, 5, 6, -12, 105, 1, 9, 5.4, 101
O=C(CN(C(=O)c1csnn1)c1cccc(Cl)c1)NCCc1ccccc1
    1, -3, 6, -26, 99, -3, 2, 0.1, 103
CCC(C)NC(=O)[C@H](CSCc1ccccc1)N1Cc2ccccc2C1=O (some centres not stated)
    0, -3, -9, -28, 115, -7, 42, -2.2, 100
Cc1ccc(N2C(=O)CSC2c2ccccn2)cc1Cl (configuration not stated)
    0, 6, 19, -2, 102, -11, 20, -0.8, 107
COc1cc(CCC(=O)OCC(=O)NC(=O)c2ccc(Cl)cc2)cc(OC)c1OC
    1, -1, 20, 2, 104, -7, 4, 2.5, 102
Cc1ccc(/C=N/NC(=O)c2cccc(S(=O)(=O)Nc3ccccc3Cl)c2)s1
    -10, 14, -7, 0, 104, -8, -7, 1.1, 109
CCCCN1C(=O)/C(=C/C=C2\Oc3ccccc3N2CC)SC1=S
    10, -13, 37, -3, 69*[inhibitor], 2, 9, ., 35*[inhibitor]
Cc1nc2ccccc2nc1OCC(=O)Nc1ccc2ccccc2c1
    -5, -1, -2, -4, 103, 1, 30, 2.0, 101
O=C(Nc1ccnn1C1CCN(Cc2ccc(C#CCCO)cc2)CC1)c1cccc(F)c1
    -2, 8, 27, -3, 105, 1, 17, 0.8, 107
O=C(O)c1cc([N+](=O)[O-])ccc1NCc1cccnc1
    -11, 5, 55, -3, 112, 5, 6, -0.1, 111

Next compounds follow.
Values in the order: GPR7 antagonist, MEKK2mut PB1 HTS, PHOSPHO1 block, DNA FID counter, MEKK3 PB1 HTS, M18AAP inhibitor, NALP1 inh, OXTR ag, MEKK2 WT-MEK5
O=C(c1cccc(S(=O)(=O)N2CCOCC2)c1)N(Cc1ccc(F)cc1)Cc1ccco1
    11, 0, 16, -30, 101, -5, -14, -0.1, 103
COCCNC(=O)Cn1nc(C(F)(F)F)c(Br)c1C
    -5, -8, 30, 3, 82, 0, ., 0.6, 86
Cc1c(C)n(CCN(C)C)c2ncnc(NCc3ccccc3)c12
    -16, 7, 24, 1, 108, -4, 28, -0.5, 111
Cn1c(=O)c2c(nc(CN3CCOCC3)n2CCN2CCOCC2)n(C)c1=O
    -4, 6, 11, 1, 102, -2, -4, 0.6, 101
Cc1cc(C)cc(C(=O)N2CCN=C2SCc2ccc([N+](=O)[O-])cc2)c1
    -4, 2, -6, 5, 107, 4, -6, -0.3, 106
CCCN1CCN(C(=O)Cn2cnc3sc(C)c(S(=O)(=O)N4CCC(C)CC4)c3c2=O)CC1
    -13, -1, 8, -1, 105, 3, 14, 0.2, 103
Cc1ccc2oc(=O)cc(/C=C/c3ccccc3)c2c1
    -4, 2, 0, -11, 104, 15, 28, -1.8, 104
O=C(CN1C(=O)N/C(=C\c2ccccc2OCc2ccc(C(=O)O)cc2)C1=O)Nc1ccc(F)cc1
    -3, -7, 35, -12, 101, 1, 17, -1.3, 97
O=C(CN1CCOCC1)NNC(=O)c1ccc([N+](=O)[O-])cc1
    -20, 3, 47, -2, 97, 5, 2, 0.6, 99
O=C(CCS(=O)(=O)c1ccc(Cl)cc1)N1CCN(S(=O)(=O)c2cccs2)CC1
    -8, -3, -10, -13, 101, 5, 5, 0.2, 96
C=CCOc1c(Br)cc(/C=N/n2c(CC)n[nH]c2=S)cc1Br
    4, -2, 55, 1, 95, 2, -25, -1.8, 97
CCOC(=O)C1CCCN(C(=O)c2cc(Nc3ccc(OC)cc3)nc3ccccc23)C1 (configuration not stated)
    2, -5, 2, -29, 99, -2, 29, 1.7, 96
C=CCOc1ccc(/C=C\c2nc(O)c([N+](=O)[O-])c(=O)[nH]2)cc1OCC
    -9, 5, 29, -14, 104, 6, 17, -0.7, 102
COc1ccc(NC(=O)CCc2nnc3ccc(N4CCC(C)CC4)nn23)cc1
    4, 4, 38, -46, 99, 6, -7, -1.0, 100
O=C(NCCCc1ccncc1)C1CCC(=O)N(Cc2cccc(F)c2)C1 (configuration not stated)
    -3, 8, 40, 2, 100, 11, 4, 1.0, 101
CC1(C)CC(=O)c2cc(C(=O)N3CCCC(C)(C)C3)c(=O)n(-c3ccccc3)c2C1
    -8, -3, 13, -22, 94, -4, -2, 0.2, 93
COc1ccc(C(=O)N[C@H](C(=O)Nc2nc3c(s2)CCCC3)C(C)C)cc1
    -14, -2, 2, -26, 96, 3, 29, -2.0, 96
CC(C)NC(=O)c1onc(CSc2ccc(Cl)cc2)c1C(=O)O
    -11, -2, 3, -21, 94, 6, -11, -0.6, 100
Cc1[nH]n(-c2ccccc2)c(=O)c1C=NC1CCCCCC1
    4, -3, -6, -14, 91, 1, 17, -1.5, 99
O=c1nc(N/N=C/C=C/c2ccccc2)cn[nH]1
    16, -20, 13, -1, 95, 41*, ., 0.5, 98

As a short view, two of the compounds above:
Values in the order: GPR7 antagonist, MEKK2mut PB1 HTS, PHOSPHO1 block, DNA FID counter, MEKK3 PB1 HTS, M18AAP inhibitor, NALP1 inh, OXTR ag, MEKK2 WT-MEK5
Cc1[nH]n(-c2ccccc2)c(=O)c1C=NC1CCCCCC1
    4, -3, -6, -14, 91, 1, 17, -1.5, 99
O=c1nc(N/N=C/C=C/c2ccccc2)cn[nH]1
    16, -20, 13, -1, 95, 41*, ., 0.5, 98
